# Assay outcomes as filed in PubChem BioAssay.
# UPR CHOP act = apoptotic UPR (CHOP) activation; activation, % at 10 µM; CHO-CHOP luciferase reporter, luminescence; percent of tunicamycin response over DMSO baseline; hit rate 0.34% among 330,000;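 active = at 10 µM dose, activation of 40% or more, normalized to positive control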;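 note: 100% = tunicamycin at 10 µg/mL and 0% = DMSO alone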
#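 System: CHO-CHOP luciferase reporter cell line; amount: 500 cells/well; buffer or medium: F12 medium containing 10% fetal bovine serum; incubation: 6 h compound exposure at 37 °C after overnight seeding; measured by: luciferase luminescence after 10 min with Steady-Glo reagent; evaluation: % reporter activation, DMSO baseline versus tunicamycin full activation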
# APJ ag = agonists of human APJ apelin receptor; hit rate 0.11% among 330,000; P35414; CHO-K1 APJ PathHunter beta-arrestin, luminescence; 0% DMSO wells, 100% apelin; activation, % at 20 µM;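 active = activation more than six SD over the plate average, tested at 20 µM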;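 note: 0% = DMSO alone and 100% = apelin-13 at 10 nM; some results filed as inactive read as strong as hits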
#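 Assay system: CHO-K1 cells stably expressing ProLink-tagged human APJ and arrestin–beta-gal acceptor. Compound dosing: 20 µM single point, 1% DMSO. Times: 16-18 h seeding, 90 min dark compound exposure, 60 min detection. Detection: beta-gal luminescence. Evaluation: APJ–arrestin association signal. Controls: negative DMSO alone, positive Apelin-13 at 10 nM.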
# APJ antag = APJ receptor antagonism. CHO-K1 APJ beta-arrestin complementation, luminescence. inhibition, % at 20 µM. hit rate 0.32% among 330,000. AID 2521;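 active = inhibition above about 40% at 20 µM, limit read from the data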;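 note: cells challenged with 10 nM apelin-13 agonist together with compound; plate controls were apelin-13 plus DMSO wells for no effect and DMSO wells lacking apelin-13 for full effect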
# Jurkat NFkB inh = lowers PMA/ionomycin-induced NF-kB signal in Jurkat cells | PMA/ionomycin-induced NF-kB luciferase reporter, luminescence | inhibition, % at 4 µM | hit rate 0.53% among 330,000 | AID 435003; in the data active = inhibition above about 50%
# UPR XBP1 act = adaptive UPR (XBP1) activation; AID 463104; hit rate 0.33% among 330,000; CHO-XBP1 luciferase reporter, IRE1-XBP1 UPR activation, luminescence; percent of tunicamycin response, DMSO as zero; activation, % at 20 µM;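 active = versus positive control, 20 µM dose yields 30% or more activation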;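 note: 100% = tunicamycin at 10 µg/mL and 0% = DMSO only wells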
#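 incubation = overnight seeding at 37 °C, 6 h compound treatment at 37 °C | assay system = CHO-XBP1 cells stably carrying IRE1-XBP1-driven luciferase reporter | input = 1000 cells per well | detection = luciferase luminescence | dosing = single point, 20 µM final compound, 1% DMSO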
# 697 NFkB inh = inhibitors of the PMA/ionomycin-induced NF-kB reporter in 697 B cells; 697 B-cell NF-kB luciferase reporter, 16 h; inhibition, % at 4 µM; hit rate 0.33% among 330,000; in the data active = inhibition above about 35%
# tim23-1 inh = growth inhibitors of tim23-1 mutant yeast; S. cerevisiae tim23-1 growth, BacTiter-Glo luminescence, 24 h; inhibition, % at 20 µM; hit rate 1.3% among 330,000;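 active = growth inhibition of the mutant yeast at or above 50%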;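 note: temperature-sensitive mutant grown at 25 °C; plate controls were DMSO-treated mutant yeast for no effect and medium wells lacking yeast for full effect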
# Mdm2-MdmX inh = human Mdm2/MdmX binding inhibition. O15151+Q00987. SaOS-2 split-luciferase Mdm2/MdmX complementation, luminescence. inhibition, % at 8 µM. hit rate 3% among 330,000. AID 485346;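 active = inhibition of at least 50% at 8 µM in the primary screen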
# Target sequence (O15151 whole entry, looked up): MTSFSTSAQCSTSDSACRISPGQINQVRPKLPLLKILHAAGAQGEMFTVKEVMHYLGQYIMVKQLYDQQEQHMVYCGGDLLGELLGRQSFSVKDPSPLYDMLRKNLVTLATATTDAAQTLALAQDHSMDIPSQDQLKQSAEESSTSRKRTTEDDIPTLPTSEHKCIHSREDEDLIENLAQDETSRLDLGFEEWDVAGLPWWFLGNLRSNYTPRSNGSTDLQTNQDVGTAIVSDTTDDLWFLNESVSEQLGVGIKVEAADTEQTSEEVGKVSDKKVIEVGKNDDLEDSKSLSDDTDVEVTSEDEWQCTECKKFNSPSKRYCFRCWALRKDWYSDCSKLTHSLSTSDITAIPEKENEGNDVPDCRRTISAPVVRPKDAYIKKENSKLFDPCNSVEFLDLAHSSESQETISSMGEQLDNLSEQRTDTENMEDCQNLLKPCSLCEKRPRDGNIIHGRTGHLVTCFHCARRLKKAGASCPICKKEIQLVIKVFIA
# Target sequence (Q00987 whole entry, looked up): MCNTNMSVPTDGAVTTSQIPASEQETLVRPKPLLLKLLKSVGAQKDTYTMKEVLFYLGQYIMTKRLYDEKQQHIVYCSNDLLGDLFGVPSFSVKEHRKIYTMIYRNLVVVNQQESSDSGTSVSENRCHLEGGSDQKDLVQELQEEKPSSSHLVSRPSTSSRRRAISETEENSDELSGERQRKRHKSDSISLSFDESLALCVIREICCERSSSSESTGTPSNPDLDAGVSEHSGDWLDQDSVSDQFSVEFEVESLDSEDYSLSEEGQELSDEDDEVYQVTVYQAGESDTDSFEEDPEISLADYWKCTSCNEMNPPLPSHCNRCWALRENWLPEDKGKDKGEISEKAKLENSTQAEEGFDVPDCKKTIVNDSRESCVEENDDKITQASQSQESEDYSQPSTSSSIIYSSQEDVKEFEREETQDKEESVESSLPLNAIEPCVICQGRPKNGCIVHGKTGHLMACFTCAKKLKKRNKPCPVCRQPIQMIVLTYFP
# * hit, by the source's call.
SMILES,UPR CHOP act,APJ ag,APJ antag,Jurkat NFkB inh,UPR XBP1 act,697 NFkB inh,tim23-1 inh,Mdm2-MdmX inh
Cc1ccc(N2CC(C(=O)N3CCCc4ccccc43)CC2=O)cc1 (configuration not stated),-1.4,-6.3,3.2,-15.6,1.3,2.6,28.6,23.1
O=C1NC(c2ccc(F)cc2)Oc2ccccc21 (configuration not stated),-0.9,-2.5,-3.0,10.2,-2.4,9.0,12.1,17.4
CCC(C)C(=O)Nc1cc([N+](=O)[O-])ccc1Cl (configuration not stated),-2.2,-4.5,3.5,0.0,0.1,1.1,5.4,0.7
NC(=O)C1CCCN(C(=S)NCc2ccc3c(c2)OCO3)C1 (configuration not stated),-0.8,-1.9,7.0,9.1,-1.6,13.3,-4.7,-6.8
O=C(CSc1nnc(SCc2ccccc2)s1)N/N=C/C=C/c1ccccc1[N+](=O)[O-],-0.1,-3.9,1.5,-4.3,-2.8,6.4,23.8,25.3
Cc1ccc(-n2ncc3c(=O)n(CC#N)cnc32)cc1C,3.1,-3.1,-20.2,-1.1,3.5,1.2,5.1,-17.1
O=C(c1ccccc1)N(Cc1cccnc1)C1(C(=O)Nc2ccccc2)CCCCC1,-2.5,-5.1,9.8,-2.5,-3.1,5.5,14.7,-15.4
CCOc1ccc(Cc2nnc(SCC(=O)c3ccc(OC)cc3)o2)cc1,-1.1,1.5,9.2,8.9,-2.7,3.3,18.4,10.2
CCOc1cc(C2NC(=O)CCC2[N+](=O)[O-])cc(Br)c1OCC (configuration not stated),-1.1,-3.6,16.9,-43.2,2.7,-38.8,22.4,0.4
Cc1ccc(C(=O)C[n+]2cccc3cc(C)ccc32)cc1,1.1,-2.7,-1.0,20.4,-3.9,7.0,1.5,11.2
CC(C)Oc1ccc(S(=O)(=O)N2CCOCC2)cc1NC(=O)c1cc([N+](=O)[O-])ccc1N1CCOCC1,-0.3,-4.7,14.0,10.9,-1.3,11.4,10.3,6.4
Cc1ccc(-c2nc3c(c(=O)c4ccccc4n3C)c(=O)n2Cc2ccco2)cc1,4.2,-4.0,9.2,0.8,2.2,10.1,53.0*,19.5
CC(CC(=O)O)C(=O)c1ccc(Cl)c([N+](=O)[O-])c1 (configuration not stated),0.6,-1.5,1.0,-0.2,-2.6,1.2,0.6,10.6
COc1ccc(NC(=O)/C=C/C(=O)O)c(OC)c1,-0.6,-1.7,-7.8,2.8,-4.4,8.0,8.3,14.5
COc1ccc(/C(C)=N/NC(=O)C(NC(=O)c2ccccc2)c2n[nH]c(=O)c3ccccc23)c(OC)c1 (configuration not stated),0.8,-3.6,13.4,-8.7,5.7,0.9,-25.3,19.3
CC(C)Cc1nnc(NC(=O)CS(=O)(=O)Cc2ccccc2)s1,-1.8,-2.8,15.5,-2.2,-2.0,-9.4,9.2,-1.0
COC(=O)CSc1cc([N+](=O)[O-])ccc1NC(=O)OC,-2.2,-2.9,-16.5,3.1,1.5,7.5,3.5,15.6
O=C(c1cc2cc(Br)cc(Br)c2oc1=O)N1CCOCC1,1.4,-0.3,-4.3,-0.4,-4.0,9.1,-0.1,5.2
COc1ccc(CC(=O)OC(C)C(=O)NCc2ccc3c(c2)OCO3)cc1OC (configuration not stated),-1.8,-1.5,40.9*,-23.9,-1.8,6.1,-2.7,9.2
CCOC(=O)c1c(C)[nH]c(C)c1C(=O)CSc1nncs1,1.9,-2.4,6.6,-13.3,0.1,13.4,9.3,8.8
COc1ccc(CNC(=O)C(=O)NCC2OCCN2S(=O)(=O)c2ccc(OC)c(OC)c2)cc1 (configuration not stated),1.2,-2.8,4.7,-10.9,-4.5,-27.8,1.7,1.8
CCCCCNC(=O)C1c2ccccc2Oc2ccccc21,0.5,-3.6,13.1,5.1,-5.6,-12.9,18.6,-5.3
Cc1[nH]c2ccccc2c1C(=O)COC(=O)c1cccc(S(=O)(=O)N2CCCCC2)c1,3.6,-2.1,-12.4,-12.0,-0.5,-25.8,17.1,7.9
COC(=O)C(N)Cc1ccc(O)cc1 (configuration not stated),4.1,-2.3,3.3,-14.7,-1.0,-20.6,5.4,13.6
COc1cccc(-n2nnnc2SCC(=O)Nc2ccc3c(c2)OCCO3)c1,0.9,4.5,9.4,4.5,-1.5,19.3,2.8,79.2*

# Single entries from above.
# Value for `CC(C)Cc1nnc(NC(=O)CS(=O)(=O)Cc2ccccc2)s1` in APJ ag: -2.8
# Value for `CCOc1cc(C2NC(=O)CCC2[N+](=O)[O-])cc(Br)c1OCC` (configuration not stated) in UPR CHOP act: -1.1
# Value for `CCOc1ccc(Cc2nnc(SCC(=O)c3ccc(OC)cc3)o2)cc1` in UPR XBP1 act: -2.7
# Value for `COc1ccc(CNC(=O)C(=O)NCC2OCCN2S(=O)(=O)c2ccc(OC)c(OC)c2)cc1` (configuration not stated) in UPR CHOP act: 1.2
# Value for `Cc1ccc(C(=O)C[n+]2cccc3cc(C)ccc32)cc1` in tim23-1 inh: 1.5

# 4 entries picked at random from those above:
SMILES,UPR CHOP act,APJ ag,APJ antag,Jurkat NFkB inh,UPR XBP1 act,697 NFkB inh,tim23-1 inh,Mdm2-MdmX inh
O=C(c1cc2cc(Br)cc(Br)c2oc1=O)N1CCOCC1,1.4,-0.3,-4.3,-0.4,-4.0,9.1,-0.1,5.2
O=C1NC(c2ccc(F)cc2)Oc2ccccc21 (configuration not stated),-0.9,-2.5,-3.0,10.2,-2.4,9.0,12.1,17.4
CCC(C)C(=O)Nc1cc([N+](=O)[O-])ccc1Cl (configuration not stated),-2.2,-4.5,3.5,0.0,0.1,1.1,5.4,0.7
NC(=O)C1CCCN(C(=S)NCc2ccc3c(c2)OCO3)C1 (configuration not stated),-0.8,-1.9,7.0,9.1,-1.6,13.3,-4.7,-6.8

# Continuation:
SMILES,UPR CHOP act,APJ ag,APJ antag,Jurkat NFkB inh,UPR XBP1 act,697 NFkB inh,tim23-1 inh,Mdm2-MdmX inh
Cc1ccc2c(C)c(C(=O)N3CCCCC3CO)oc2c1C (configuration not stated),5.4,-2.5,17.9,-27.5,2.9,-45.7,32.0,-5.7
COc1ccc(NC(=O)CNc2cc(C)ccc2C)cc1S(=O)(=O)N1CCOCC1,2.3,-1.3,-7.4,10.2,-2.0,12.6,-0.2,22.0
O=C(Nc1nc(-c2cccs2)cs1)C1=COCCO1,3.7,-0.8,-2.0,-71.0,0.9,-81.4,20.0,-149.5
CC(=O)NC1C(=O)N=C(SCC(=O)Nc2ccc(C(F)(F)F)cc2Cl)NC1=O (configuration not stated),-0.5,-3.2,11.1,13.7,-4.6,7.3,-1.9,-0.5
S=C(Nc1ccccc1)Nc1cc(Cl)ccc1Oc1ccccc1,0.4,-3.5,12.9,2.8,0.6,-23.4,45.9,2.4
O=C1c2ccccc2C(=O)c2c1cccc2N1CCOCC1,1.2,-3.3,20.0,-24.5,2.4,-45.6,8.0,12.8
CN(C(=O)c1ccncc1)C1CC(C)(C)N(O)C(C)(C)C1,-0.1,5.7,11.6,15.9,-1.6,-3.9,1.1,-11.8
CCn1cc(CNC(=O)c2ccc3nc(Cc4ccccc4F)oc3c2)cn1,5.1,8.0,13.7,0.6,-1.6,-64.2,5.3,4.8
Cn1nnnc1SCC(=O)NC(C)(C)C,-2.2,-3.1,9.4,-3.0,-0.7,9.0,-7.1,-24.1
C=CCC[C@@H](Cc1ccc(F)cc1)C(=O)OC[C@@H](Cc1ccccc1)NC(=O)[C@H](CC=C)CC(=O)NCCO,0.3,-2.7,1.5,4.6,0.0,-3.6,18.4,-27.1
COc1ccc(/C=N/NC(=O)c2ccc(N(C)S(=O)(=O)c3ccccc3)cc2)c(OC)c1,-0.6,-1.4,-7.2,-0.7,-3.9,15.4,-6.5,-7.1
CCOc1ccc(C(=O)NCc2cccs2)cc1,4.9,16.5,-7.4,-27.5,0.2,-19.0,16.6,8.4
CCOCCCN1C(=O)CN(C2CCCCCC2)C(=O)C1c1ccc(OC)cc1 (configuration not stated),4.5,-4.9,17.1,6.7,-0.2,11.6,16.3,-26.3
Cc1ccnc(NC(c2cccnc2)c2ccc3cccnc3c2O)c1 (configuration not stated),0.4,-3.1,-6.6,-1.8,4.8,-37.0,35.3,32.9
Cn1nc(OCCOc2ccccc2)ccc1=O,0.0,-0.7,16.3,-8.5,-2.4,-5.0,-2.2,-0.4
CCC(C)[C@H](NC(=O)[C@H](Cc1ccccc1)n1c(=O)[nH]c2ccccc2c1=O)C(=O)NCC1CCC(C(=O)O)CC1 (some centres not stated),-2.1,5.6,-25.1,-1.4,-2.4,-11.4,13.0,9.4
Cc1cc(C(=O)CSc2nnc(-c3ccccc3F)o2)c(C)n1Cc1cccs1,-2.9,-2.3,6.1,0.8,-0.6,16.5,-1.7,11.4
O=C(NC(=S)Nc1ccc(F)cc1)C1CCCCC1,8.1,-0.4,-8.6,-23.3,-1.1,-12.2,41.8,4.8
O=C(NCc1cccnc1)c1ccc(NS(=O)(=O)c2ccccc2)cc1,2.6,-0.9,12.7,17.9,-7.1,7.0,9.1,10.2
O=C(CNC(=O)c1cccs1)N/N=C/c1ccco1,-0.7,-3.5,19.6,-2.5,1.3,5.0,-0.7,23.1
CCOC(=O)c1[nH]c(C)c(C(=O)OCC(=O)N2c3ccccc3CC2C)c1C (configuration not stated),1.3,-1.4,17.4,2.7,0.4,14.5,7.5,23.8
CCOc1ccsc1C(=O)NNC(=O)c1ccco1,-2.2,-1.3,-5.3,12.2,-4.9,5.0,2.0,13.1
N#Cc1c2ccc(OCC(=O)NCc3ccco3)cc2n2ccccc12,-2.5,1.6,-23.0,12.9,5.1,16.3,0.4,1.9
COc1ccc(-c2c3c(nc4sc(C(=O)Nc5ccccc5)c(N)c24)CCC3)cc1,0.0,-16.5,70.7*,-90.6,8.0,-138.2,-3.9,5.1
Cc1cccc(OCCCSc2nc3ccccc3[nH]2)c1,-0.3,0.7,12.5,-1.7,-1.0,-0.1,-16.8,9.1

# The results go on:
SMILES,UPR CHOP act,APJ ag,APJ antag,Jurkat NFkB inh,UPR XBP1 act,697 NFkB inh,tim23-1 inh,Mdm2-MdmX inh
CCN(c1ccccc1)S(=O)(=O)c1ccc(OCC(=O)N2CCCC2)cc1,-0.6,-2.0,0.3,1.7,4.1,12.4,13.8,-17.9
CC[C@H](CO)Nc1nc(Nc2cccc(Cl)c2)c2ncn(C(C)C)c2n1,0.3,-5.9,-1.1,1.4,4.1,-54.2,47.7,90.3*
CN(C(=O)C1CCN(S(=O)(=O)c2cccs2)CC1)C1CCCCC1,2.1,-6.5,10.6,-4.2,0.3,11.0,10.4,-5.8
CCn1c(C)nc2cc(C(=O)NNC(=S)Nc3ccccc3Cl)ccc21,5.4,-4.4,22.3,-61.7,-1.6,-91.0,5.3,-26.2
O=C(CCn1c2c(c3ccccc31)CCCC2)NNC(=O)c1ccccc1Cl,-0.6,-1.5,-3.1,3.6,36.3*,10.5,3.5,24.5
CCOC(=O)c1ccc(N/C(=N\S(=O)(=O)c2ccc(F)cc2F)c2ccccc2)cc1,-3.6,2.5,-2.4,-19.6,-2.4,-7.4,36.5,2.9
O=S1(=O)CCOC[C@H](Cc2ccccc2)N1Cc1cccc(F)c1,1.3,0.1,-38.6,6.8,0.8,19.9,31.0,-32.3
CCOC(=O)c1ccc(N2Cc3ccccc3C2=NC(=O)c2cccc([N+](=O)[O-])c2)cc1,16.4,-5.7,-0.3,-69.7,56.1*,-58.2,26.4,-63.5
CCCn1c(SCC(=O)NC2CC2)nnc1-c1cccs1,1.3,2.5,-10.6,0.9,-1.6,13.1,-1.3,0.3
